High-throughput results deposited in PubChem BioAssay by National Center for Advancing Translational Sciences (NCATS).
FEN1 inh = blocks human flap endonuclease 1; P39748; Recombinant FEN1 flap cleavage, fluorescence, 15 min; Potency, µM (doses to about 114 µM), for the others: at the highest dose activity change, negative = inhibition, hits mostly inhibitors; hit rate 0.35% among 390,000; AID 588795; note: nearly all actives have a fitted effect of over 65% in size
Target sequence (P39748 whole entry, looked up): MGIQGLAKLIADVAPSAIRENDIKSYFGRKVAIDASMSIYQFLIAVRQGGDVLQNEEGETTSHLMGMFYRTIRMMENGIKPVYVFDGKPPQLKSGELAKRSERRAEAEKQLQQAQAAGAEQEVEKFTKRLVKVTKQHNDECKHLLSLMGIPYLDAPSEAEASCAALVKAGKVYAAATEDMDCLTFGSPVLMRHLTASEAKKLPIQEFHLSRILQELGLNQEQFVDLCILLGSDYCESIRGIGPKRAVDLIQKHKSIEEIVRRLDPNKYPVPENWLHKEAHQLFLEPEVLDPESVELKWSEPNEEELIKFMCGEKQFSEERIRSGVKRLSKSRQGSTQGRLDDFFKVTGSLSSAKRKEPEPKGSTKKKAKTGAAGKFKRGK
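Steps: FEN1 (10 nM) dispensed; compound added by pin tool; 15 min at room temperature; substrate added to 50 nM final; reads at 0 min and 15 min; data normalized and fitted (four-parameter Hill).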
N370S GC = inhibitors or activators of N370S glucocerebrosidase for Gaucher disease; P04062; N370S GC spleen homogenate, 4MU-glucoside fluorescence; Potency, µM (titrated, usually from 59.4 µM), for the others: at the top dose activity change, negative = inhibition, actives largely listed as inhibitors; hit rate 0.092% among 330,000; AID 2101;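 note: 0% = full enzyme activity and -100% = no enzyme basal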
KAT2A inh = blocks human GCN5L2 histone acetyltransferase | GCN5L2 HAT assay, ThioGlo1 CoA-SH fluorescence | Potency, µM (top dose mostly 58.9 µM), inactives show at the highest dose activity change, negative = inhibition, hits mostly inhibitors | hit rate 0.21% among 390,000
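Fluorescence readout, Ex340nm/Em540nm: ThioGlo1 (50uM final) reacts with free CoA thiol released as 20nM GCN5L2 acetylates H3(1-25) peptide (75uM) using acetyl-CoA (70uM). Compound and enzyme sat 15 min beforehand; 20 min room-temperature reaction.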
An asterisk follows results filed as active; ? = inconclusive; nt = not tested or not shown; & = joins results of further samples; [ ] = another dose, or the depositor's remark. Calls come from the whole dose curve; as a rule, active = well fitted curve in the direction sought with a large enough effect; inconclusive = small, poorly fitted or top-dose-only effect, or another doubt; inactive = no such curve, though single readings can be large; an effect the other way counts as inactive or inconclusive. Unless noted, % is set by controls: 0 for no effect and ±100 for the full control effect; potency is the fitted concentration of half-maximal effect.

| SMILES | KAT2A inh | N370S GC | FEN1 inh |
| --- | --- | --- | --- |
| COc1cccc(C(=O)NCc2ccccc2OC)c1 | -4.3% | 5.9% | 6.3% |
| COc1ccc(-c2cc(C(=O)NCc3ccc(C)cc3)c3cc(C(C)C)ccc3n2)cc1 | 2.0% | nt | 2.9% |
| COc1cc(/C=N/NC(=O)c2c(-c3c(Cl)cccc3Cl)noc2C)ccc1OCC(N)=O | ? | -22.5% | 4.6% |
| Cc1ccccc1C(=O)NC1CCN(C(=O)Nc2ccccc2Cl)CC1 | 7.4% | 6.3% | 21.3% |
| COc1cccc(/C=C/C(=O)OCC(=O)c2c(N)n(C)c(=O)n(C)c2=O)c1 | -15.3% | nt | 1.9% |
| CCc1ccccc1NC(=O)Cn1c(=O)n(-c2ccc(C)cc2)c(=O)c2cc(OC)c(OC)cc21 | 1.4% | nt | -2.9% |
| COc1ccccc1CNC(=O)N1CCN(S(=O)(=O)c2ccc(Cl)cc2)CC1 | -5.7% | -11.0% | 6.8% |
| Cn1cccc1CNC(=S)Nc1ccccc1F | 0.2% | 6.8% | 5.8% |
| O=C(NCCCN1CCCC1)Nc1ccc(F)cc1 | -2.9% | -15.8% | 20.3% |
| COc1ccccc1C(=O)N/C(=C\c1cn(C)c2ccccc12)C(=O)NCCCN1CCOCC1 | -14.1% | -5.1% | -11.2% |
| O=C(CSc1oc(-c2ccc(F)cc2)nc1S(=O)(=O)c1ccc(Cl)cc1)c1ccccc1 | -4.8% | nt | -11.4% |
| N#Cc1ccccc1COC(=O)c1ccc(Br)o1 | -1.2% | -6.2% | 9.9% |
| O=C(c1ccc(COc2ccccc2Cl)o1)N1CCN(Cc2ccc3c(c2)OCO3)CC1 | -18.3%&-10.2% | 4.9%&-10.9% | -20.5%&-0.2% |
| CC1=NN(C(=O)c2ccc(Br)cc2)C(O)(C(F)(F)OC(F)(F)F)C1 (stereo not drawn) | -12.9% | -6.6% | -7.6% |
| COc1cc(NC(=S)NCCSc2ccc(C)cc2)cc(OC)c1 | -13.6% | 1.8% | -17.7% |
| CCOc1ccc(-n2cnc3scc(-c4ccc(OC)c(OC)c4)c3c2=O)cc1 | 4.5% | -8.6% | 5.6% |
| COC(=O)c1ccc(CSc2nnc(Nc3ccc(OC)cc3)s2)o1 | -3.0% | 5.0% | -2.4% |
| Cc1cccn2c(CNCCSc3nccn3C)c(C(=O)N3CCCCC3)nc12 | -4.7% | -0.3% | -1.7% |
| Cc1ccc(S(=O)(=O)N2CCC(C(=O)OCc3ccccc3)CC2)cc1C | -4.5% | 13.7% | -3.5% |
| CCc1ccc(NC(=O)Cn2nc(C)n3cccc3c2=O)cc1 | 0.5% | 0.3% | 2.9% |
| CCOC(=O)CNC(=O)Cn1cnc2c(nnn2-c2ccc(C)cc2)c1=O | 0.5% | 5.9% | 37.3%[activator] |
| CCc1ccccc1NC(=O)Cn1nnc(C(=O)NCc2cccs2)c1N | 1.3%&-1.8% | 0.2% | -7.0%&15.0% |
| Cc1ccc(C)c(S(=O)(=O)N2CCCC2CNC(=O)C(=O)NC2CCCCCC2)c1 (stereo not drawn) | -9.8% | 1.7% | 1.4% |
| O=C(Nc1ccc(F)cc1)C1CCCN(S(=O)(=O)c2cccc3nonc23)C1 (stereo not drawn) | -2.1% | -2.8% | 22.0% |
| O=C(c1ccc(Cl)cc1)N1CCN(c2ccc(F)cc2)CC1 | -6.1% | -0.3% | 0.1% |
| COCCOC(=O)C1=C(C)NC2(O)c3ccccc3C(=O)C12O (stereo not drawn) | -5.4% | 3.0% | 15.2% |
| CCC1Oc2ccc(C)cc2N(CC(=O)NCCCN2CCCCC2CC)C1=O (stereo not drawn) | -3.1% | -1.7% | -1.9% |
| COC(=O)C1CC(=O)c2ccsc2C1 (stereo not drawn) | 0.1% | -14.5% | 8.4% |
| CC(C(=O)Nc1ccccc1Br)N1c2cccc3cccc(c23)S1(=O)=O (stereo not drawn) | -8.0% | 24.7% | -20.1% |
| Cn1cccc1C(=O)N1CCC[C@@]2(CCN(Cc3ccccc3)C2)C1 | -1.3% | -3.9% | nt |
| O=C(CNC(=O)c1ccc(Cl)cc1Cl)NCC1CCCO1 (stereo not drawn) | 0.2% | -17.1% | -5.1% |
| Cc1cc(=O)c(C(=O)O)nn1-c1ccc(Cl)cc1 | 1.3% | -2.2% | -1.3% |
| CCOC(=O)c1c(S(=O)(=O)N2CCN(c3cc(Cl)ccc3C)CC2)c(C)n(C)c1C | -0.5% | nt | -33.2% |
| Cc1cc(=O)oc2cc(OCc3ccc(C(=O)N4CCN(c5ccccc5)CC4)cc3)ccc12 | -17.6% | 0.6% | -3.5% |
| COc1ccc(Cn2c(=S)[nH]c3ccccc32)cc1 | -4.3% | -5.6% | -12.3% |
| COc1ccccc1CN1COc2ccc3c(oc(=O)c4ccccc43)c2C1 | -12.0% | nt | ? |

One compound at a time (already shown):
`COC(=O)C1CC(=O)c2ccsc2C1` (stereo not drawn) is listed with KAT2A inh = 0.1%; N370S GC = -14.5%; FEN1 inh = 8.4%
`Cc1cc(=O)oc2cc(OCc3ccc(C(=O)N4CCN(c5ccccc5)CC4)cc3)ccc12` is listed with KAT2A inh = -17.6%; N370S GC = 0.6%; FEN1 inh = -3.5%

Next part.
| SMILES | KAT2A inh | N370S GC | FEN1 inh |
| --- | --- | --- | --- |
| CN(C)C(=O)Nc1ccc(Cl)c(Cl)c1 | -20.2% | 6.1% | nt |
| Cc1occc1C(=O)NNC(=S)NC(=O)COc1ccc(Cl)cc1Cl | -17.8% | 5.2% | 2.4% |
| CS(=O)(=O)N(CC(=O)N1CCCCCC1)c1ccc2c(c1)OCCO2 | 0.0% | -0.7% | -3.4% |
| O=C(Nc1cccnc1)c1cccc(-c2cc3ccccc3oc2=O)c1 | 1.3% | 7.4% | -2.9% |
| Cn1c(=O)[nH]c(=O)c2c1nc(N/N=C/c1ccncc1)n2Cc1ccc(Cl)cc1 | -17.1% | -3.8% | 2.6% |
| Nc1ccc(Nc2ccc([N+](=O)[O-])cc2[N+](=O)[O-])cc1 | -10.8% | -4.3% | -15.8% |
| Fc1ccc(CSc2nnc3ccccn23)c(Cl)c1 | -1.1% | -5.2% | 2.8% |
| Cc1ccc(NC(=S)N(Cc2ccco2)C2CCN(C(C)C)CC2)cc1 | 15.4% | -25.9% | 4.0% |
| COc1ccc(N(Cc2nnc3n2CCCCC3)C(=O)Nc2cccc(C)c2)cc1Cl | -18.5% | nt | -7.4% |
| O=C(CCCOc1ccc(Cl)cc1Cl)NCCCn1ccnc1 | -1.4% | -9.9% | -1.9% |
| Cc1ccc(CNS(=O)(=O)c2cc(C(=O)Nc3cccc(C(F)(F)F)c3)ccc2F)cc1 | 11.0% | nt | -9.5% |
| COc1ccc(Cc2noc(CN3CCCC(OCc4ccccn4)C3)n2)cc1OC (stereo not drawn) | -7.0% | -1.8% | -2.0% |
| Cc1cccc(C(=O)Oc2ccccc2/C=N/Nc2ccc([N+](=O)[O-])cc2)c1 | -2.5% | -3.4% | -3.7% |
| O=C(O)CSc1nnc(-c2ccccc2Br)n1-c1cccc(C(F)(F)F)c1 | -5.6% | -5.0% | 5.8% |
| COCCOC(=O)C1=C(N)OC2=C(C(=O)CC(C)(C)C2)C1c1ccncc1 (stereo not drawn) | -3.6% | -8.0% | -2.5% |
| CCN1CCc2nc3sc(C(=O)Nc4cccc(Cl)c4C)c(N)c3cc2C1 | -2.5% | nt | -2.2% |
| O=C(CCC(=O)NNC(=S)Nc1ccccc1)NCc1ccccc1 | nt | -26.3% | -8.1% |
| N#C/C(=C(/O)c1ccc([N+](=O)[O-])o1)c1nc2ccccc2[nH]1 | -6.6% | -4.0% | -6.3% |
| CCN1CCN(C(=O)c2cc(S(=O)(=O)N3CCCCC3)ccc2Cl)CC1 | -2.6% | -11.4% | -4.5% |
| O=C1CN(C(=O)CSc2nc3ccccc3c(=O)n2CCCN2CCOCC2)c2ccccc2N1 | -10.4% | 1.8% | 12.6% |
| CCOc1ccc(CCNC(=O)c2cccc(-n3c(C)nc4cccnc43)c2)cc1 | 2.5% | nt | 11.2% |
| O=C(/C=C/c1ccc(F)cc1)N1CCN(c2ccccn2)CC1 | -4.8% | 27.0% | -12.2% |
| COc1cccc(N(C(=O)Cc2cccs2)C(C(=O)NC2CCCC2)c2ccncc2)c1 (stereo not drawn) | -6.7% | -20.1% | 3.7% |
| CCOc1ccc(S(=O)(=O)N(CC(=O)NCCSc2ccc(C)cc2)c2ccccc2)cc1 | -11.4% | nt | 19.0% |
| CCC(C)(C)NC(=O)C1c2ccccc2Oc2ccccc21 | -14.2% | 6.7% | 3.0% |
| CCOC(=O)C1CCCN(c2cc(C)nc3c(-c4ccccc4OC)c(C)nn23)C1 (stereo not drawn) | -3.4% | nt | -17.4% |
| CC(=O)Nc1ccc(NC(=O)CN(C)S(=O)(=O)c2ccc3c(c2)CCCC(=O)N3)cc1 | 16.2% | nt | 21.1% |
| CCOC(=O)c1sc2ncn(C(C)C(=O)OCC)c(=O)c2c1C (stereo not drawn) | -1.1% | -0.8% | 1.9% |
| CCc1ccccc1NC(=O)c1cc(-c2cccs2)on1 | -6.3% | -10.3% | -9.3% |
| C/C(CC(=O)NC1C2CC3CC(C2)CC1C3)=N\NC(=O)Cc1cccs1 (stereo not drawn) | -0.5% | -22.6% | 2.4% |
| CN(C(=O)c1ccc(NC(=O)c2ccco2)cc1)c1ccccc1 | -23.2% | -7.2% | -4.2% |
| Cc1ccc(OCC(=O)Nc2ccc(F)cc2)cc1 | -0.9% | 2.8% | -4.2% |
| Cc1c(Cl)c(C(=O)NC2C3CC4CC(C3)CC2C4)nn1C (stereo not drawn) | -4.6% | 23.0% | -4.5% |
| NC(=O)NC(=O)COC(=O)CC12CC3CC(CC(C3)C1)C2 | -3.2% | 6.0% | 1.2% |
| CCOC(=O)c1c(C)[nH]c(C(=O)OC/C(O)=C(\C#N)c2nc3ccccc3[nH]2)c1C | 5.9% | -6.5% | -0.4% |
| C=CCn1c(C)cc(C(=O)COc2ncnc3sccc23)c1C | -3.8% | 0.6% | -0.1% |
| CC(Oc1ccc(F)cc1)C(=O)Nc1cc(S(=O)(=O)N2CCOCC2)ccc1N1CCCCC1 (stereo not drawn) | -7.7% | -1.8% | -1.3% |
| COc1ccc(C)c2sc(N(Cc3cccnc3)C(C)=O)nc12 | -3.8% | nt | -8.7% |
| Cc1ccc(-c2csc3nc[nH]c(=S)c23)cc1C | -12.6% | -0.5% | 1.4% |
| Cc1ccc2c(c1)N(CC(=O)O)C(=O)CO2 | -3.8% | 1.2% | -0.4% |
| O=C(/C=C/c1ccccc1)N1CCN(Cc2nc3ccccc3c(=O)[nH]2)CC1 | -13.3% | 28.8% | 0.8% |
| COc1cccc(-c2cc(C(F)(F)F)nc(-n3cncn3)n2)c1 | 3.7% | 4.3% | 3.6% |
| O=C(COC(=O)/C=C/c1ccc(F)cc1)Nc1ccc(Cl)cn1 | -12.9% | 5.7% | 0.9% |
| COC(=O)c1ccccc1NC(=O)Nc1ccc(C)cn1 | -6.0% | 12.5% | -5.4% |
| Cc1ccc(NC(=O)Cn2c(=O)n(Cc3ccco3)c(=O)c3ccc(C(=O)NC4CCCC4)cc32)c(C)c1 | -7.4% | nt | 4.3% |
| CCC(C(=O)OCC(=O)NC(=O)NC(C)(C)C)c1ccccc1 (stereo not drawn) | -4.4% | 18.6% | -1.9% |
| CCc1ccc(CN2CCCC(CNS(=O)(=O)c3ccc(OC)cc3)C2)cc1 (stereo not drawn) | 0.7% | -9.7% | 4.4% |
| Cc1cc2cc(CN(Cc3cccs3)C(c3nnnn3C(C)(C)C)C(C)C)c3nnnn3c2cc1C (stereo not drawn) | 3.2% | 2.4% | 12.4% |

3 neighbouring records already listed:
| SMILES | KAT2A inh | N370S GC | FEN1 inh |
| --- | --- | --- | --- |
| CC(Oc1ccc(F)cc1)C(=O)Nc1cc(S(=O)(=O)N2CCOCC2)ccc1N1CCCCC1 (stereo not drawn) | -7.7% | -1.8% | -1.3% |
| COc1ccc(C)c2sc(N(Cc3cccnc3)C(C)=O)nc12 | -3.8% | nt | -8.7% |
| Cc1ccc(-c2csc3nc[nH]c(=S)c23)cc1C | -12.6% | -0.5% | 1.4% |

Remaining list, next part
| SMILES | KAT2A inh | N370S GC | FEN1 inh |
| --- | --- | --- | --- |
| Cc1ccc(C2=NC(C)(C)N=C2SCC(=O)Nc2ccc(Cl)cc2)cc1 | -5.8% | 18.5% | -11.3% |
| CC(Cn1cncn1)C(=O)N1CCN(S(=O)(=O)c2ccccc2)CC1 (stereo not drawn) | -3.4% | -2.3% | 5.9% |
| CC(=O)c1cc2ccc(O)cc2oc1=O | -7.6% | ? | -17.7% |
| O=C(CCc1nnc(CCc2ccccc2)o1)N1CCCC1c1nccs1 (stereo not drawn) | 4.1% | -13.1% | -13.2% |
| O=C1NC(c2ccccc2)Oc2ccccc21 (stereo not drawn) | -13.5% | -1.4% | 0.1% |
| C=CCNc1sc(C(=O)c2ccc(C)cc2)c(N)c1C#N | -10.5% | 10.3% | 1.8% |
| CC(=O)c1ccc(N(C(=O)Cn2nnc3ccccc32)C(C(=O)NCc2ccccc2)c2ccccn2)cc1 (stereo not drawn) | 1.8% | 3.3% | 5.1% |
| CC1=Nc2ccccc2/C1=C/c1sc(=N)n(-c2nccs2)c1O | -6.3% | 20.0% | ? |
